Screens deposited in PubChem BioAssay by several laboratories.
VHR inh abs: DUSP3 (human) phosphatase inhibition. P51452. recombinant VHR phosphatase, pNPP absorbance. inhibition, % at 13.3 µM. hit rate 0.52% among 290,000; in the data active = inhibition above about 50%; note: some compounds called inactive have numbers as strong as hits
Mtb UGM inh: blocks M. tuberculosis UGM enzyme | P9WIQ1 | purified UGM, fluorescence polarization probe displacement | inhibition, % at 10 µM | hit rate 0.06% among 320,000 | AID 504406; in the data active = inhibition above about 10%, passing the limit was not always enough; inconclusive = no clear call, values can overlap the other calls
Target sequence (P9WIQ1 whole entry, looked up): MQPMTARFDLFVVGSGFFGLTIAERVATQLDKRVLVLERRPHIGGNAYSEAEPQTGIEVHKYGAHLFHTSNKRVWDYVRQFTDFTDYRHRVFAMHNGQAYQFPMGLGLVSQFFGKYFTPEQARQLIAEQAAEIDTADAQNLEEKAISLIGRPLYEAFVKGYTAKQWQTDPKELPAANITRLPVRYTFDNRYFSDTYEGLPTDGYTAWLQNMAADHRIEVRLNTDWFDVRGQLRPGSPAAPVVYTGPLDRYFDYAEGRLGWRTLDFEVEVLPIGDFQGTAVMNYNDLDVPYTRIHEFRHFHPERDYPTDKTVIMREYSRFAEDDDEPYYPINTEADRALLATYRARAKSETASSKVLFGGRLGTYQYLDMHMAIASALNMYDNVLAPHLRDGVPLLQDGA
Rv3671c inh: inhibits the M. tuberculosis serine protease Rv3671c; P9WHR9; inhibition, % at 5.96 µM; hit rate 0.048% among 320,000; in the data active = inhibition above about 38%;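 note: extracellular domain of Rv3671c used as enzyme; 0% = enzyme with DMSO and 100% = no enzyme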
Target sequence (P9WHR9 whole entry, looked up, the tested form may be a part): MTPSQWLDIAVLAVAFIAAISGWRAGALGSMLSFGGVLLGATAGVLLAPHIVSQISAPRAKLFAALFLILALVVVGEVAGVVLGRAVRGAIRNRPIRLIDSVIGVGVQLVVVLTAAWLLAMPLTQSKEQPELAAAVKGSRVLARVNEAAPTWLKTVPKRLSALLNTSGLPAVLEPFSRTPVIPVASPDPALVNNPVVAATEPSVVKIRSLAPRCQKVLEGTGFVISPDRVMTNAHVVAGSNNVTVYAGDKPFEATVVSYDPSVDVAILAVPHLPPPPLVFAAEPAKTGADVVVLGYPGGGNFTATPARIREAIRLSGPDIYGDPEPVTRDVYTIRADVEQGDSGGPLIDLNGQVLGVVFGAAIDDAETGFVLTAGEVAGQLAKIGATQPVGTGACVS
Mtb FBA inh: inhibits M. tuberculosis FBA enzyme | P9WQA3 | purified M. tuberculosis FBA, fluorescence read-out | inhibition, % at 1 µM | hit rate 2.3% among 360,000 | AID 588726; in the data active = inhibition above about 27%;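 note: 0% = vehicle and 100% = reference inhibitor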
CCHF vOTU inh: CCHFV vOTU protease inhibition; Pep-AMC fluorescence; inhibition, % at 11.5 µM; hit rate 0.55% among 370,000; AID 651958; note: 0% = vehicle wells with enzyme and 100% = no enzyme wells
MazEF act: MazEF (E. coli) toxin RNase activation. AID 504720. hit rate 0.32% among 350,000. P0AE70. FAM/BHQ RNA-DNA oligo cleavage fluorescence, 5 h. activation, % at 20 µM; in the data active = activation above about 50%
Target sequence (P0AE70 whole entry, looked up): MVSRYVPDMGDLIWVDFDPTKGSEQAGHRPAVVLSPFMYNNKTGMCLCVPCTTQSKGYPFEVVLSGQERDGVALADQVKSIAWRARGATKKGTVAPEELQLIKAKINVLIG
BioA inh: BioA (M. tuberculosis) enzyme inhibition. purified M. tuberculosis BioA enzyme, plate reader. inhibition, % at 9.99 µM. hit rate 0.096% among 360,000. AID 602481; in the data active = inhibition above about 40%; inconclusive = no clear call, values can overlap the other calls
FadD28 FP inh: blocks FadD28 binding to the bisubstrate probe. fluorescence polarization. inhibition, % at 12.5 µM. hit rate 0.22% among 360,000. AID 588549; in the data active = inhibition above about 8.5%, passing the limit was not always enough; inconclusive = no clear call, values can overlap the other calls
GDH-TPI inh: GDH-TPI coupled enzyme inhibition counter-screen; AID 588335; hit rate 1.2% among 360,000; GDH-TPI coupled enzyme counterscreen, NADH absorbance; inhibition, % at 4.8 µM;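 note: 0% = DMSO wells and 100% = wells lacking the enzyme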
BoNT-F LC inh: inhibitors of Botulinum neurotoxin F light chain protease | Multiplex microsphere protease cleavage assay, flow cytometry | inhibition, % at 10 µM | hit rate 0.22% among 360,000; in the data active = inhibition above about 35%, passing the limit was not always enough; inconclusive = no clear call, values can overlap the other calls; note: plate controls were buffer without enzyme for full effect and enzyme alone for no effect
* marks the source's active call; other numbers are inactive results; ? = inconclusive; nt = no result given; & = joins results of further samples. Cut-off read from the data, not from the text of the source, unless noted: active = inhibition above about 30%; inactive = the rest.

Molecule	VHR inh abs	Rv3671c inh	Mtb FBA inh	MazEF act	GDH-TPI inh	Mtb UGM inh	BoNT-F LC inh	FadD28 FP inh	BioA inh	CCHF vOTU inh
Cc1ccc(C(=O)NCCc2nnc3ccc(SCC(=O)N4CCCCC4)nn23)cc1	18	6	0	5	-6	-3.0	-2	-4.0	1.0	-11
CC(C)CC(=O)Nc1ccc2ccccc2c1	12&21	4	-2	-2	-2	0.0	0	-4.4	nt	-11
Cc1c(C(=O)NCCSCc2cccc(C(F)(F)F)c2)cnn1-c1ccc(Cl)cc1	5	-4	-3	2	0	-1.1	?	-1.3	-0.8	8
COc1ccc(OCCCC(=O)N(C)CC(=O)Nc2ccccc2Cl)cc1	14	-11	2	-9	5	0.6	-8	-1.0	-1.9	3
CC1=CC(C)(C)NC(=S)N1NC(=O)c1ccccc1Cl	17	4	2	3	0	-4.3	7	-3.0	nt	-10
COc1ccc(NC(=O)Nc2nc(C(N)CC(C)C)cs2)cc1 (centres undefined)	nt	nt	-2	nt	-1	nt	-10	-1.7	4.0	9
COc1ccc(C(=O)Nc2ccc(N3CCN(C(=O)c4ccccc4)CC3)cc2)cc1[N+](=O)[O-]	9	-3	0	9	10	3.6	-10	1.5	nt	-8
CN=C(Nc1cc(Cl)ccc1Cl)SC1CC(=O)N(c2ccc(C(=O)OC)cc2)C1=O (centres undefined)	-13	-145	-1	-1	-1	4.1	1	-5.8	0.2	11
CC1CCN(c2nc3ccccc3n2CC(=O)c2ccccc2)CC1	1	-6	2	2	-4	0.2	2	-1.8	nt	3
Cc1cc(C)n(C(C)n2nc(C)cc2C)n1	3	-1	-1	-6	2	1.9	-2	-0.4	-0.7	-5
C=C(C)c1cccc(C(C)(C)NC(=O)NCc2ccc(OC)c(OC)c2)c1	28	2	3	7	3	1.2	-2	-1.1	nt	-1
O=C(NCCS(=O)(=O)NCc1ccccc1)c1ccccc1	nt	0	-2	5	-3	1.1	6	-2.8	-1.5	-4
COc1ccc(-c2nc(CS(=O)CC(=O)NCCCN3CC(C)CC(C)C3)c(C)o2)cc1OC (centres undefined)	49	4	3	6	-4	-0.6	-13	-3.0	3.2	8
Cc1ccc(N2CN=C(c3ccccc3)NC2=S)cc1	14	-1	-2	5	-10	-3.6	8	-6.5	1.0	-10
CCCS(=O)(=O)N1CCN=C1SCc1cccc(F)c1	12	-4	-5	11	-9	0.5	9	-3.4	-2.1	-10
COCCN(C(=O)COC(=O)C(C)(C)Oc1ccc(Cl)cc1)c1c(N)n(Cc2ccccc2)c(=O)[nH]c1=O	nt	nt	2	2	9	nt	-6	-0.3	0.7	1
COC1(OC)N=C(N)C2(C#N)C(c3ccccc3)NC(C)=CC12C#N (centres undefined)	3	4	62*	-4	-2	-0.3	-7	-2.8	nt	-35
N#CCCCC#Cc1ccc2c(c1)COc1c3ccccc3nn1-2	nt	-17	-4	1	5	1.3	-1	-4.3	-1.3	11
COc1ccc(OC)c(N/C(C)=C/C(=O)c2ccc(C)o2)c1	2	9	1	2	-8	-6.8	-7	-3.3	1.1	-1
CC1CC(C)CN(C(=O)c2ccc3c(c2)N(Cc2ccccc2)CCS3)C1 (centres undefined)	6	9	10	0	8	3.5	-7	0.6	0.0	nt
COc1ccc(-c2nc3ccccc3c(=O)n2CCOc2cccc(C)c2C)cc1	6	-3	0	0	7	2.2	-5	-0.9	-0.2	-6
CC1CCC(NC(=O)CCS(=O)(=O)c2ccc3c(c2)NC(=O)CS3)CC1 (centres undefined)	4	-2	-3	8	-5	2.3	26	-5.1	0.8	-3
C=CCn1c(COc2ccccc2-c2ccccc2)nnc1SCC(=O)NC(=O)NCc1ccco1	7	-4	-1	-16	-2	1.9	-6	-3.1	2.3	-1
Cc1ccc(N2C(S)=C(C#N)C(=O)NC2c2ccco2)cc1 (centres undefined)	19	0	0	5	1	1.1	1	-1.0	nt	-10
CCC1C(=O)NCCN1C(=O)CCc1nnc(CCc2ccc(OC)cc2)o1 (centres undefined)	10	3	-2	3	1	-1.3	3	-3.9	0.2	4
CCN=C1SC(CC(=O)Nc2ccccc2OCC)C(=O)N1CC (centres undefined)	-9	2	-1	5	8	-1.1	0	0.4	nt	-8
c1ccc2nc3c(nc2c1)c1ccccc1n3CCN1CCOCC1	28	2	-1	4	15	0.4	-5	-0.6	nt	-8
COc1ccccc1C(CNC(=O)C1CC(=O)N(Cc2ccc(C)cc2)C1)N1CCCC1 (centres undefined)	nt	7	-2	2	-8	-0.5	4	0.3	-1.0	8
O=c1oc2ccc(NS(=O)(=O)c3cccc4cccnc34)cc2s1	12	-3	-1	-2	-2	-3.8	3	-1.2	1.3	9
N#Cc1ccc(C(=O)Nc2ccc(S(=O)(=O)NC3=NCCCCC3)cc2)cc1	8	1	-2	0	-1	2.5	-7	-1.1	nt	-1
COc1ccc2oc(C(=O)Nc3nc4ccccc4[nH]3)c(C)c2c1	-8	-12	3	14	44*	1.5	0	-6.6	-0.8	4
COC(=O)C1=C(c2ccc(OC)c(OC)c2)C[C@@H]2CC[C@H]1N2C(=O)N1CCCCC1	nt	2	1	8	11	1.5	6	-1.9	-0.8	0
COc1cccc(N2CC(O)Cn3c2nc2c3c(=O)[nH]c(=O)n2C)c1 (centres undefined)	60*	nt	4	6	1	0.5	41*	-2.0	0.3	-8
CCOC(=O)c1cc(C)n(-c2ccc(OC)c(OC)c2)c1C	14	5	3	-3	-4	2.1	7	-3.6	2.5	8
O=S(=O)(c1ccc(Cl)cc1)c1nc(-c2ccco2)oc1N1CCOCC1	16	-9	0	-4	14	0.7	nt	-0.1	nt	-1
COCCNC(=O)C(=O)NNC(=O)CCc1ccccc1	15	4	-3	10	3	-0.5	-3	-0.6	nt	-10

Some of these compounds in order of number of heavy atoms, ascending:
Molecule	VHR inh abs	Rv3671c inh	Mtb FBA inh	MazEF act	GDH-TPI inh	Mtb UGM inh	BoNT-F LC inh	FadD28 FP inh	BioA inh	CCHF vOTU inh
CCOC(=O)c1cc(C)n(-c2ccc(OC)c(OC)c2)c1C	14	5	3	-3	-4	2.1	7	-3.6	2.5	8
COc1cccc(N2CC(O)Cn3c2nc2c3c(=O)[nH]c(=O)n2C)c1 (centres undefined)	60*	nt	4	6	1	0.5	41*	-2.0	0.3	-8
O=S(=O)(c1ccc(Cl)cc1)c1nc(-c2ccco2)oc1N1CCOCC1	16	-9	0	-4	14	0.7	nt	-0.1	nt	-1

Continued.
Molecule	VHR inh abs	Rv3671c inh	Mtb FBA inh	MazEF act	GDH-TPI inh	Mtb UGM inh	BoNT-F LC inh	FadD28 FP inh	BioA inh	CCHF vOTU inh
CCNc1c(NS(=O)(=O)c2ccc([N+](=O)[O-])cc2)c(=O)oc2ccccc12	8	-7	0	-12	7	-4.5	-18	-1.9	0.5	-4
CC(=O)NC(c1ccc(F)c(F)c1)c1nc(-c2cnc3ccccc3c2)cs1 (centres undefined)	nt	nt	4	nt	10	nt	0	-1.1	2.6	2
COc1ccc(CCC(=O)NNC(=O)Nc2cc(Cl)ccc2C)cc1	27	nt	0	4	12	-2.2	-2	-0.6	2.5	13
COC(=O)c1ccc(-c2ccco2)n1Cc1ccccc1Cl	22	-3	4	-7	9	-0.7	5	-0.4	-0.5	-12
S=c1[nH]nc(C2CCCCC2)n1/N=C/c1c(Cl)cccc1Cl	10	-12	1	2	0	-1.1	5	-2.4	nt	-7
Cc1ccc(C)c(NC(=O)c2oc(=O)c3ccccc3c2-c2ccccc2)c1	10	-31	4	-8	5	2.1	-5	-3.4	nt	6
CN(Cc1ccc(Cl)c(Cl)c1)C(=O)c1cccc(S(=O)(=O)N2CCN(Cc3ccccc3)CC2)c1	nt	-2	-2	-7	7	-2.1	-10	-5.4	-0.1	18
O=C(Nc1cccc(C(=O)O)c1)/C(=C\c1ccccc1)NC(=O)c1ccccc1	20	4	-2	4	1	-0.3	-3	-2.2	-0.1	-5
CC1CCCCC1NCc1cccc([N+](=O)[O-])c1 (centres undefined)	19	1	3	-2	7	0.2	4	2.4	nt	16
COc1ccc(CC(=O)NC2CCSc3ccccc32)c(OC)c1 (centres undefined)	28	1	-1	0	16	-1.9	-1	nt	0.7	-9
Cc1cc2c(ncn2C)c(NS(=O)(=O)c2ccccc2Cl)c1C	2	-12	3	8	-1	-0.8	0	-0.8	-1.6	-3
COc1ccc(C(=O)Nc2cc(C(F)(F)F)ccc2Cl)cc1OC	18	-2	2	5	-6	4.1	-12	-2.4	nt	-2
N#Cc1nc(-c2ccc(OCc3ccccc3)cc2)oc1NCc1cccnc1	29	1	7	2	8	1.5	4	-0.7	-0.9	-7
CCC(C)NC(=O)C1CCN(c2nc(OC)nc(OC)n2)CC1 (centres undefined)	4	1	-1	3	-1	-2.8	-8	-2.6	nt	-6
CCNC(=O)COc1ccc(/C=C2\COc3ccccc3C2=O)cc1OC	10	-2	-2	-29	17	?	-19	-2.5	-0.6	-7
CC(C)CN(C(=O)COC(=O)CN1C(=O)c2ccccc2C1=O)c1c(N)n(Cc2ccccc2)c(=O)[nH]c1=O	nt	3	5	7	-1	-1.0	0	0.8	nt	-7
CCOC(=O)C1CCN(C(=O)Cc2ccc(C)cc2)CC1	12	1	2	-5	-3	1.4	-5	-3.1	-0.3	4
Cn1c(SCC(=O)Nc2ccc3[nH]c(=O)[nH]c3c2)nnc1-c1ccc(F)cc1	19	-7	1	-8	9	-2.6	-13	-0.6	nt	7
CNS(=O)(=O)c1cc2c3c(cccc3c1)C(=O)NC2=O	11	4	0	2	10	0.0	-6	0.1	-0.6	9
Cc1cc(Br)cc(C=Nc2ccc(N3CCOCC3)cc2)c1O	nt	-22	-1	-18	7	4.4	-3	-0.9	nt	-5
CCOc1ccc(C(=O)NC(=S)NCc2cccnc2)cc1	-4	-21	1	6	-3	-1.1	2	-3.8	-1.5	-18
CCOc1ccc(N2C(=O)C(CC(=O)Nc3ccc(F)cc3)N(Cc3ccccn3)C2=S)cc1 (centres undefined)	16	-9	7	-3	3	1.1	nt	-1.5	nt	5
O=C(COC(=O)c1ccc(Br)o1)Nc1ncc([N+](=O)[O-])s1	nt	11	-5	-1	0	-0.7	-6	4.5	nt	13
O=c1cc(O)c(-c2cccc(C(F)(F)F)c2)c(Cl)[nH]1	9	2	-6	0	-5	0.6	-8	-0.4	nt	1
CCN(CC)C(=O)[C@H]1C[C@H](CC(=O)NCCCN(C)C)C(=O)N2CCc3c([nH]c4cc(CCC(=O)N(C)C)ccc34)[C@]12C	nt	nt	-1	3	-2	nt	-3	-3.3	-1.1	12

The order is random; overall some 4.9% were active at least once.
